PKA-R2B act: activators of human PKA-R2B complex | 340,000 tested, 0.079% active | PKA-R2B holoenzyme dissociation, Cy5-IP20 fluorescence polarization; R2B truncated from residue 108, S112A mutant; 0% DMSO only, 100% 113 µM cGMP | P22694+P31323 | activation, % at 11.4 µM;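 active = activation above a cutoff set at the mean over all compounds plus 3 SD, cut at about 18% in these data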;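 also: higher means more holoenzyme dissociation and a rise in polarization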
Ecoli viability: reduces bacterial viability in AddAB counter-screen; inhibition, % at 11.9 µM; E. coli V3065 growth, OD600 absorbance, 18 h; 330,000 tested, 0.27% active;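 active = inhibition above the campaign's mean inhibition across all tested compounds plus 3 SD, cut at about 9.9% in these data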;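 also: uninfected addAB+ strain grown without phage in ampicillin broth; 0% = DMSO wells and 100% = ciprofloxacin 0.95 µg/ml wells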
phage Ecoli inh: E. coli growth loss with phage present; inhibition, % at 11.9 µM; growth absorbance; 360,000 tested, 0.26% active; in the data active = inhibition above about 11%
HTR5A ag ctr: activates human HTR5A in OPRM1-OPRD1 agonist counter-screen. AID 504692. HTR5A agonist assay, luminescence, cell-based. activation, % at 9.3 µM. P47898. 340,000 tested, 0.61% active; in the data active = activation mostly above about 9.5%, no sharp cut-off; inactive = mostly below about 7.6%;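 also: 0% = cells with vehicle only and 100% = reference agonist; strong numbers were not always called active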
Target sequence (P47898 whole entry, looked up): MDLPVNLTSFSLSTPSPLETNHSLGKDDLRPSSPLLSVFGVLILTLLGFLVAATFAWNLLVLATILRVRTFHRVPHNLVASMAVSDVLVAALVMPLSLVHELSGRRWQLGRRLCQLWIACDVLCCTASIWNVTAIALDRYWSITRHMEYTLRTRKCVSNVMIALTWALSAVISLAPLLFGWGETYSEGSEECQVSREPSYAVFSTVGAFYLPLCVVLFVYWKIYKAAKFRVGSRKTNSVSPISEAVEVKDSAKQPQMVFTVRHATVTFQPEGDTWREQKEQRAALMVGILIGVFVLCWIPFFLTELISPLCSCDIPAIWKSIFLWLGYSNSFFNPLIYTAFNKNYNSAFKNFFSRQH
PKA-R1A act: activates the PKA-R1A holoenzyme complex. PKA-R1A dissociation, Cy5-IP20 fluorescence polarization; scaled: DMSO 0%, 113 µM cGMP 100%. P00514+P68181. 340,000 tested, 0.083% active. activation, % at 11.4 µM;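 active = percent activation above the mean of all tested compounds plus 3 SD, cut at about 19% in these data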;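 also: higher means more PKAc released from R1A so a rise in polarization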
SUMO Mot1 rescue: blocks SUMOylation pathway, rescuing yeast Mot1-301 growth; 320,000 tested, 1% active; growth rescue, % at 18.8 µM; S. cerevisiae Mot1-301 growth rescue, ATP luminescence, 38.5C; percent above DMSO median, 100 means doubled;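 active = every valid replicate shows activation above 250% relative to neutral control wells; inactive = the rest, any valid replicate at or below 250%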;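 also: OY570 slx delta 5 strain wells were the positive control but not used for scaling; some compounds called inactive have numbers as strong as hits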
HTR5A inv ctr: inverse agonist of human HTR5A in OPRM1-OPRD1 counter-screen; P47898; HTR5A cell line, luminescence, inverse agonism; inhibition, % at 9.3 µM; 340,000 tested, 0.083% active; in the data active = inhibition mostly above about 23%, no sharp cut-off; inactive = mostly below about 18%;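 also: 0% = cells with DMSO and 100% = no-cell wells with DMSO; some compounds called inactive have numbers as strong as hits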
Tat export inh: blocks Tat-dependent protein export in E. coli; E. coli MC4100 TorA-mCherry Tat export, fluorescence; inhibition, % at 10 µM; AID 488895; 340,000 tested, 0.036% active;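 active = mean replicate inhibition at least 50% and at least half of replicates individually reaching 50%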;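 also: exported cargo escapes ClpAP degradation while cytoplasmic cargo is degraded and loses fluorescence; 0% = median of neutral control wells and 100% = median of NaSCN control wells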
CDK5 p35 inh: CDK5/p35 (human) kinase inhibition | Q00535+Q15078 | Recombinant CDK5/p35, ADP-Glo luminescence, 60 min | inhibition, % at 10 µM | 330,000 tested, 0.01% active | AID 488839;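 active = highest replicate inhibition of at least 50% and at least 75% of replicates reaching 50%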;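 also: plate controls were DMSO neutral control for no effect and GW8510 at 10 µM for full effect; many of its hits are not listed in these tables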
AddAB inh: less growth of phage-infected E. coli with AddAB; inhibition, % at 11.9 µM; E. coli expressing H. pylori AddAB, absorbance growth; 330,000 tested, 0.29% active; AID 435030; in the data active = inhibition above about 12%;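 also: 0% = vehicle wells of infected cells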
DAGLB inhibitor: diacylglycerol lipase beta (human) inhibition; Q8NCG7; HEK293T DAGLB membrane lysate, EnzChek fluorogenic substrate; inhibition, % at 5.17 µM; 340,000 tested, 0.059% active; in the data active = inhibition above about 34%;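 also: 0% = enzyme with vehicle and 100% = wells lacking enzyme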
Target sequence (Q8NCG7 whole entry, looked up): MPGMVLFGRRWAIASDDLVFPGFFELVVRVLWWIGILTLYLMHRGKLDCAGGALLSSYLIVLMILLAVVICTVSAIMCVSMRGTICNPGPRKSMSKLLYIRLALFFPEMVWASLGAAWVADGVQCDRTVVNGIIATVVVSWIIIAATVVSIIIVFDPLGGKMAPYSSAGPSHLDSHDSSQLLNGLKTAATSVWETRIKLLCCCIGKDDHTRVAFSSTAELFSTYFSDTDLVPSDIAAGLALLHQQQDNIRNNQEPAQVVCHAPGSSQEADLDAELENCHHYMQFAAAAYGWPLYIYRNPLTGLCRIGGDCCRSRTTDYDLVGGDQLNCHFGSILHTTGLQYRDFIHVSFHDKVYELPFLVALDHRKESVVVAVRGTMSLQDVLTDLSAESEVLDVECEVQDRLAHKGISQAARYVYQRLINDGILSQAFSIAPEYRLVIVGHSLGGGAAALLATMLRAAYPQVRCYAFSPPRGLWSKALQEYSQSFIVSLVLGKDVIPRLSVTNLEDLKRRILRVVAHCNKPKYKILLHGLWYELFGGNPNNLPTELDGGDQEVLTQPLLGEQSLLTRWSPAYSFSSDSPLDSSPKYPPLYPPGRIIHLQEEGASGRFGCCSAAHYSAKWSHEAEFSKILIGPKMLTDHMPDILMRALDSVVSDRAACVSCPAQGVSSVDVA
* hit, by the source's call; . = no result given.

SMILES	PKA-R2B act	Ecoli viability	phage Ecoli inh	HTR5A ag ctr	PKA-R1A act	SUMO Mot1 rescue	HTR5A inv ctr	Tat export inh	CDK5 p35 inh	AddAB inh	DAGLB inhibitor
NC(N)=NS(=O)(=O)c1ccc(NC(=S)NC(=O)/C=C/c2ccc(F)cc2)cc1	-4.9	-1.4	-1.8	7.4	-12.8	4.6	16.3	-5.1	3.6	2.1	-3.7
C/C(=N\NC(=O)c1ccc(C)cc1)C1C(=O)c2ccccc2C1=O	0.7	-1.6	2.0	4.9	5.6	7.5	9.8	-2.4	0.3	1.2	14.2
COc1cc(CC(=O)OCC(=O)Nc2cc(S(=O)(=O)N3CCCC3)ccc2Cl)cc(OC)c1OC	1.8	0.2	1.0	-0.6	-9.6	.	1.7	-1.2	1.9	0.3	0.9
COc1cc(C)ccc1OCCON1C(=O)CCC1=O	5.4	-0.4	-0.7	-1.7	-8.1	7.1	-4.7	-4.0	0.0	2.3	1.9
Cc1sc2ncnc(N3CCC(C(=O)Nc4cc(S(C)(=O)=O)ccc4Cl)CC3)c2c1C	3.3	-0.9	2.7	-0.1	8.9	-7.2	0.3	3.6	1.5	-0.5	-4.7
O=C(/C=C/c1c(Cl)cccc1Cl)NCc1ccccc1	0.4	-1.3	2.8	1.4	-15.9	33.4	-22.2	13.2	-0.4	0.7	-0.6
O=C1C=C(c2ccc3ncccc3c2)C[C@@H](c2ccc3c(c2)OCO3)C1	-2.7	1.1	0.0	1.1	6.7	7.3	-17.4	-1.9	-1.2	1.1	-12.7
COc1ccc(-n2c(NC(=O)c3ccco3)c(C#N)c3nc4ccccc4nc32)cc1	3.6	-1.6	2.4	1.9	4.4	15.8	-9.8	-5.0	0.3	2.1	2.0
CN1CCN(c2ccc(NC(=O)c3ccc(Cl)cc3)cn2)CC1	-10.4	-0.7	2.9	2.6	-2.9	-11.2	-6.5	-0.7	0.7	1.1	-1.4
COc1ccc(NC(C)=O)cc1NC(=O)CSc1nnc(C2CCCCC2)n1N	2.3	-0.2	-2.6	3.5	-5.8	4.9	0.2	-1.2	-0.2	4.4	-0.2
COc1ccc(OC)c(-c2cc(C(=O)N3CCOCC3)no2)c1	-5.6	3.5	1.8	1.4	6.1	61.5	5.7	3.5	0.3	5.5	-1.5
CCOC(=O)N1CCN(c2ccccc2O)CC1	-12.8	1.3	0.6	-7.0	4.4	4.3	14.3	0.5	-0.8	-0.9	-2.0
COc1ccccc1N(Cc1cc2cccc(C)c2[nH]c1=O)C(=O)C(C)C	9.7	1.5	3.0	4.5	5.8	-3.5	-10.9	8.9	-1.7	-2.5	1.1
CCOC(=O)N1CCN(C2CC(=O)N(c3ccc(Cl)c(Cl)c3)C2=O)CC1 (stereo not given)	-11.6	-0.7	1.4	2.3	13.3	-20.7	-21.0	-1.3	1.8	4.6	0.4
O=C(COC(=O)C1CC(=O)N(Cc2ccco2)C1)Nc1ccccc1[N+](=O)[O-] (stereo not given)	-12.2	.	2.9	-2.3	-4.8	.	5.8	5.3	0.1	.	-2.3
O=C(Nc1cc2c(cc1Br)OCCO2)c1ccco1	-7.3	-0.8	2.9	4.2	-6.8	9.4	-12.7	0.0	-0.4	1.3	-2.5
CC(C)c1ccc(N(CC(=O)NCCSC(C)(C)C)S(C)(=O)=O)cc1	0.9	-0.7	0.9	1.4	-5.9	1.9	-13.5	3.3	1.0	2.5	-1.7
CCCNC(=O)N1CCN(c2nc(C(C)C)c3c(c2C#N)CC(C)(C)OC3)CC1	-3.1	-0.3	4.3	1.6	-4.8	-12.9	-4.2	0.3	2.2	1.6	3.5
COC(=O)c1ccc(NC(=O)C(=O)N2CCN(C(=S)Nc3ccc(OC)cc3)CC2)cc1	-15.8	0.4	1.0	4.8	-13.6	-1.0	-16.7	4.0	0.3	-0.1	-0.9
COc1cc(OC)cc(C(=O)N[C@H](C(=O)OCC(=O)NC(C)c2ccccc2)C(C)C)c1 (stereo not given in full)	4.6	-2.3	-0.4	5.9	-7.2	1.7	1.7	-13.3	-2.0	2.6	-3.3
CCOC(=O)COc1c(Cl)cc(C2NC(=S)NC(c3ccccc3)=C2C(C)=O)cc1OCC (stereo not given)	-6.3	-1.3	-0.9	-3.1	11.0	22.5	1.5	-2.6	0.6	1.8	-2.6
Nc1cc(=O)[nH]c(SCC(=O)Nc2cc(Cl)ccc2Cl)n1	3.4	-0.5	-4.7	1.0	-11.4	11.8	-7.9	-9.6	-0.7	-1.7	1.1
COc1cccc(-c2nc(CS(=O)CC(=O)O)c(C)o2)c1 (stereo not given)	-3.6	1.4	4.8	3.2	-6.6	4.6	-9.0	1.2	-0.5	3.2	-2.0
CCOC(=O)c1nnc2ccnn2c1N	0.8	-1.1	1.1	4.7	-5.5	1.5	-12.0	0.5	0.5	-2.6	0.1
CCCCC(CC)C(=O)O (stereo not given)	-2.7	1.3	-0.1	2.0	-2.6	.	-50.9	2.0	2.0	2.1	-4.6
CCOc1ccc(S(=O)(=O)N2CCCC(C(=O)N3CCCC3)C2)cc1 (stereo not given)	-4.7	2.1	-2.1	-1.7	1.9	11.5	-5.9	-7.1	-1.0	3.0	-2.3
CCOC(=O)c1c(-c2ccco2)csc1NC(=O)COC(=O)c1cnccn1	-7.8	1.8	3.3	-2.5	-24.0	-37.7	6.2	5.1	0.1	1.2	-0.2
Cc1cccc(N2C(=O)c3ccc(C(=O)Nc4cccc(C(=O)O)c4)cc3C2=O)c1	-5.6	-1.4	0.8	1.7	1.8	-5.3	-6.7	-5.0	0.3	-1.2	-1.4
O=C(CCCOc1ccccc1)N1CCN(S(=O)(=O)c2cccc(F)c2)CC1	3.8	1.2	4.8	1.8	3.1	144.9	-4.8	-2.1	-0.3	1.7	-1.6
CC(C)NC(=O)C(=O)NCCN1CCN(C(=O)c2ccc(C(C)(C)C)cc2)CC1	0.3	1.4	1.6	3.2	-1.5	-14.6	16.5	-10.6	-5.9	2.2	-0.6
COC(=O)c1ccc(COn2nnc3ccccc32)cc1	-2.1	0.6	2.2	-0.7	-10.2	-21.0	1.8	5.5	1.1	-1.0	-3.2
CC[N+](CC)(CC)CC(=O)Nc1c(C)cccc1C	1.3	2.4	1.0	-0.5	-11.7	2.9	-0.8	-9.1	-0.9	2.3	2.0
Cc1ccc(/C=N/NC(=O)C(c2ccncc2)N2CCOCC2)cc1 (stereo not given)	0.0	1.5	2.2	0.8	6.3	-6.9	2.8	-2.2	7.0	2.6	1.4
CC(C)C1=NOC(C(=O)N2CCC(N3CCC(C(=O)N4CCOCC4)CC3)CC2)C1 (stereo not given)	-5.3	-0.7	3.0	-4.8	-10.9	2.9	14.0	5.0	0.4	-2.3	-1.2
O=C(Cc1ccccc1)NCCn1ccc2ccccc21	1.4	-1.1	1.7	2.1	-6.5	-22.6	-14.7	-1.8	0.7	-3.4	-3.8
CC(Nc1ccc(Cl)cc1)C(=O)NN (stereo not given)	6.0	2.3	1.6	-2.0	-7.7	-11.9	-19.7	8.7	1.2	5.2	-0.7
CCn1c(COc2cccc(C)c2)nc2ccccc21	4.0	0.4	1.9	5.0	6.2	7.0	-12.2	9.3	0.4	-1.1	-0.4
Cc1cccc(OCc2n[nH]c(=S)n2-c2ccccc2)c1	-8.7	-0.8	3.8	-1.5	-0.1	-3.1	4.8	-8.0	-0.7	-1.8	4.1
COc1ccc2nc(-c3ccccc3)nc(SCC(=O)NCC3CCCO3)c2c1 (stereo not given)	-5.9	-0.6	0.5	1.9	-4.3	-13.5	1.3	0.3	-1.0	4.3	-2.8
CCOC(=O)N1CCN(C(=O)CCN2C(=O)c3ccccc3S2(=O)=O)CC1	-9.2	0.7	3.0	0.5	-15.9	224.4	5.2	0.4	0.0	-0.8	-1.2
COc1ccccc1Nc1ccc(Nc2ccccc2OC)nn1	-1.6	1.0	4.1	4.3	-4.1	-11.2	-11.6	-0.5	-2.5	2.7	6.3
COc1ccc(-c2[nH]ncc2CN(C)C(C)c2ccncn2)c(F)c1 (stereo not given)	4.4	-0.6	1.2	0.6	-5.2	-4.7	-1.6	-7.8	1.8	0.4	1.6
COc1cccc(-n2c(C)nc3cc(C(=O)O)ccc32)c1	-0.8	-1.5	3.5	-1.6	-4.6	110.6	-4.3	-0.4	0.9	3.4	2.8

Reformatted in CSV form: part of the list above.
molecule,PKA-R2B act,Ecoli viability,phage Ecoli inh,HTR5A ag ctr,PKA-R1A act,SUMO Mot1 rescue,HTR5A inv ctr,Tat export inh,CDK5 p35 inh,AddAB inh,DAGLB inhibitor
Nc1cc(=O)[nH]c(SCC(=O)Nc2cc(Cl)ccc2Cl)n1,3.4,-0.5,-4.7,1.0,-11.4,11.8,-7.9,-9.6,-0.7,-1.7,1.1
COc1cccc(-c2nc(CS(=O)CC(=O)O)c(C)o2)c1 (stereo not given),-3.6,1.4,4.8,3.2,-6.6,4.6,-9.0,1.2,-0.5,3.2,-2.0
CCOC(=O)c1nnc2ccnn2c1N,0.8,-1.1,1.1,4.7,-5.5,1.5,-12.0,0.5,0.5,-2.6,0.1
CCCCC(CC)C(=O)O (stereo not given),-2.7,1.3,-0.1,2.0,-2.6,.,-50.9,2.0,2.0,2.1,-4.6
CCOc1ccc(S(=O)(=O)N2CCCC(C(=O)N3CCCC3)C2)cc1 (stereo not given),-4.7,2.1,-2.1,-1.7,1.9,11.5,-5.9,-7.1,-1.0,3.0,-2.3
CCOC(=O)c1c(-c2ccco2)csc1NC(=O)COC(=O)c1cnccn1,-7.8,1.8,3.3,-2.5,-24.0,-37.7,6.2,5.1,0.1,1.2,-0.2
Cc1cccc(N2C(=O)c3ccc(C(=O)Nc4cccc(C(=O)O)c4)cc3C2=O)c1,-5.6,-1.4,0.8,1.7,1.8,-5.3,-6.7,-5.0,0.3,-1.2,-1.4
O=C(CCCOc1ccccc1)N1CCN(S(=O)(=O)c2cccc(F)c2)CC1,3.8,1.2,4.8,1.8,3.1,144.9,-4.8,-2.1,-0.3,1.7,-1.6
CC(C)NC(=O)C(=O)NCCN1CCN(C(=O)c2ccc(C(C)(C)C)cc2)CC1,0.3,1.4,1.6,3.2,-1.5,-14.6,16.5,-10.6,-5.9,2.2,-0.6

Screening data deposited in PubChem BioAssay by several laboratories.
